Compound activity as filed in PubChem.
LMPTP block: LMPTP (human) inhibition; recombinant LMPTP-A, OMFP fluorogenic substrate, fluorescence intensity; inhibition, % at 20 µM; 360,000 tested, 0.22% active; AID 651560;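 active = compounds that cut the enzyme signal by at least half of the control window in the single-dose screen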;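 note: plate controls were DMSO wells with enzyme plus substrate for no effect and substrate without enzyme for full effect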
Target sequence (P24666 whole entry, looked up): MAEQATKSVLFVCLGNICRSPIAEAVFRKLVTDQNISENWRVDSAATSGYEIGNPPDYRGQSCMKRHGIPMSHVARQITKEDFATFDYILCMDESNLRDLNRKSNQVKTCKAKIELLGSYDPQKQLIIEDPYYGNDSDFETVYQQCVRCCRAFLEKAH
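Test system: LMPTP-A phosphatase enzyme; input: 0.625 nM LMPTP-A final; reagent: OMFP substrate, 400 µM final; compound dosing: 20 µM single dose, 3% DMSO; incubation: 50 min dark incubation at room temperature; measured by: endpoint fluorescence intensity from OMFP dephosphorylation; measure: % inhibition relative to no-enzyme and uninhibited control wells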
CendR NRP1 mod: NRP-1/CendR interaction modulation. 360,000 tested, 0.85% active. FAM-RPARPAR peptide binding to NRP-1, fluorescence polarization. AID 602438. inhibition, % at 25 µM. O14786;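 active = inhibition or corrected inhibition above about 18%, plus a signal ratio from 0.5 to 1.5, limit read from the data, passing the limit was not always enough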; note: strong numbers were not always called active
Tb MetRS inh: blocks T. brucei methionyl-tRNA synthetase activity | AID 624268 | 360,000 tested, 0.4% active | inhibition, % at 11.9 µM | purified T. brucei MetRS, ATP depletion, Kinase-Glo luminescence;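 active = inhibition above a per-plate cutoff of the control wells' mean inhibition plus 3 SD, cut at about 5.5% in these data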;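 note: 0% = DMSO wells median and 100% = median of wells with control inhibitor compound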
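Material: T. brucei methionyl-tRNA synthetase, purified; reagent: substrates ATP, L-methionine and bulk Escherichia coli tRNA; dosing: 11.9 µM single point; timing: 15 min plus 2 h at 25 °C; detection: luminescence of leftover ATP; evaluation: % inhibition; control set: DMSO-only wells as low control; replicates: singlicate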
SKN-1 inh: blocks SKN-1 activity in C. elegans; C. elegans VP596 Pgst-4::GFP/RFP ratio, acrylamide-induced, 24 h; inhibition, % at 21.8 µM; 360,000 tested, 0.49% active; AID 624304;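 active = interference check ratio from 0.5 to 1.5 plus GFP to RFP signal ratio inhibition reaching or exceeding a fixed threshold, cut at about 30% in these data, passing the limit was not always enough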; note: some compounds called inactive have numbers as strong as hits
STEP block: inhibitors of human striatal-enriched phosphatase STEP | P54829 | recombinant STEP, OMFP fluorogenic substrate, fluorescence | inhibition, % at 20 µM | 360,000 tested, 0.25% active;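 active = inhibition at 20 µM, scaled per plate between control wells, above about 37%, limit read from the data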;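 note: 0% = DMSO with enzyme and substrate and 100% = substrate only without enzyme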
Target sequence (P54829 whole entry, looked up): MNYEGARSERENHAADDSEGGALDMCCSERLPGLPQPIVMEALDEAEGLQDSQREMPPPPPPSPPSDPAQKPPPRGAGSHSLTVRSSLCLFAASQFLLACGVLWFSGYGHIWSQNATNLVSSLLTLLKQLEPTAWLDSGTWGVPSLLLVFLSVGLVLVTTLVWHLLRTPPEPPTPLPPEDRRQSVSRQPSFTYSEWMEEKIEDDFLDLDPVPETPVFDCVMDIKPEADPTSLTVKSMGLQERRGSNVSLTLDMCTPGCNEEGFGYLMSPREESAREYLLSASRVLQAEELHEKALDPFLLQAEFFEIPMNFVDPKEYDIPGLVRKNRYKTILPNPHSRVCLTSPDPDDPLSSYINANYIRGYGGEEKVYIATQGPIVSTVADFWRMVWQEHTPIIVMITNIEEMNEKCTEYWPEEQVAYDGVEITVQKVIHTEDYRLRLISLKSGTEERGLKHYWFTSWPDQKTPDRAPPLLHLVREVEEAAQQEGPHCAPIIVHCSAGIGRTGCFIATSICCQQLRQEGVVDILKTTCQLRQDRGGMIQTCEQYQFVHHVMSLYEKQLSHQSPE
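medium = Bis-Tris buffer pH 6.0, 2.5 mM DTT, 0.005% Tween 20 | test system = STEP (striatal-enriched tyrosine phosphatase) enzyme, cell-free | measure = normalized % inhibition | compound dosing = 20 µM, 1% DMSO | also added = 25 µM OMFP | schedule = reaction 20 min, ambient temperature | measured by = fluorescence read at 480 nm ex / 540 nm em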
Neddyl block: cullin neddylation inhibition | AID 651699 | P61081+Q13564 | calls only at 25 µM | TR-FRET cullin neddylation, biochemical | 360,000 tested, 0.58% active; in the data active = inhibition above about 36%
NadD inh: blocks S. aureus nicotinate mononucleotide adenylyltransferase | purified NadD enzyme, colorimetric absorbance read-out | inhibition, % at 20 µM | 360,000 tested, 0.78% active; in the data active = inhibition above about 26%; note: some compounds past the cut are filed as inactive
DNMT1 block: inhibitors of human DNMT1 | P26358 | DNMT1 molecular beacon, Hinp1I cleavage, fluorescence | inhibition (reported as % activation of signal), % at 10 µM | 360,000 tested, 0.83% active; in the data active = inhibition above about 50%
Scp-1 inhibitor: Scp-1 (human) phosphatase inhibition | 340,000 tested, 0.88% active | AID 493091 | inhibition, % at 20 µM | Recombinant Scp1, phosphopeptide, malachite green phosphate absorbance;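 active = inhibition above about 50% at 20 µM, limit read from the data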;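 note: plate controls were DMSO wells with enzyme for no effect and wells lacking enzyme for full effect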
Target sequence (Q9GZU7 76-261 limits assumed): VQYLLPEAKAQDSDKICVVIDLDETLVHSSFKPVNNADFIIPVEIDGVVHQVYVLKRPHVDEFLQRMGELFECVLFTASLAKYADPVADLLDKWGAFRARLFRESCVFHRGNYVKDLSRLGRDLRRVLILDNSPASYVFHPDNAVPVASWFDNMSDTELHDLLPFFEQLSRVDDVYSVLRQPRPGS
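Times: enzyme reaction 45 min at room temperature, colour 5 min, stabilisation 30 min. Material: SCP-1 catalytic fragment, aa 76-261. Medium: Acidic Tris acetate buffer with magnesium and detergent. Signal: colorimetric free-phosphate detection, absorbance 630 nm. Read-out basis: % inhibition of SCP-1 phosphate liberation. Reagent: Phosphorylated 17-residue peptide substrate.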
SUMO1-SIM PPI: alters human SUMO1 binding to SIM partners. P63165. 360,000 tested, 0.33% active. inhibition, % at 20 µM. SUMO1 binding to a labelled peptide, TR-FRET, 1 h. AID 602429; in the data active = inhibition above about 37%
Target sequence (P63165 whole entry, looked up): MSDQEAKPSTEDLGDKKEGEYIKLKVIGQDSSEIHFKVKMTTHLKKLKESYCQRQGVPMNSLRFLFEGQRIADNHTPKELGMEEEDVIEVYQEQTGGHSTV
* hit, by the source's call; i = inactive; . = no result given.

cpd	mol	DNMT1 block	CendR NRP1 mod	STEP block	LMPTP block	Tb MetRS inh	NadD inh	Scp-1 inhibitor	Neddyl block	SUMO1-SIM PPI	SKN-1 inh
1	COc1cc(OC)cc(-c2c(Sc3ccccc3)c3cc(-c4ccc5c(c4)OCCO5)ccc3n2C)c1	.	8.3	.	-0.1	-0.5	15.2	.	i	-39.4	4.3
2	CN(/N=C/c1cc(Cl)cc(Cl)c1O)c1c(Cl)cccc1[N+](=O)[O-]	-4.7	3.4	-1.3	2.5	-1.0	1.4	-16.9	i	4.0	2.1
3	CC1CCN(C(=O)CCS(=O)(=O)c2cc3c(cc2Cl)NC(=O)CO3)CC1	-2.2	15.8	1.4	-0.2	-0.3	-3.8	-1.2	i	5.9	-4.5
4	COc1c(CC=C(C)C)c(O)cc2oc(=O)c3c4ccc(O)cc4oc3c12	-6.2	-5.1	-0.4	2.4	-1.2	1.6	-1.3	.	3.0	8.2
5	NC(=O)CSc1nc2cc3c(cc2c(=O)n1CCCC(=O)NCc1ccc2c(c1)OCO2)OCO3	2.2	-2.0	1.4	0.6	-0.2	-4.6	-6.1	i	-5.8	6.6
6	COc1ccc(NS(=O)(=O)c2cccc(C(=O)NNC(=O)c3cc(S(N)(=O)=O)ccc3OC)c2)cc1	2.5	-3.6	1.5	-2.4	-0.5	-1.1	3.3	i	15.1	10.3
7	Nc1c(C(=O)C2CC2)sc2nc(-c3cccs3)cc(C(F)(F)F)c12	67.6*	133.6	-47.6	-3.2	-0.9	0.6	-7.2	i	-6.3	10.6
8	Cc1ccc(C(=O)/C=C/NCc2ccc(F)cc2)cc1	4.9	35.8*	1.1	-1.4	-0.7	2.8	0.0	i	-4.2	3.3
9	FC(F)(F)c1cc(C(F)(F)F)c2ccc(N3CCN(c4ccccc4)CC3)nc2n1	-1.8	4.8	2.8	0.7	-0.1	0.2	-4.0	i	0.9	20.0
10	Cn1c(=O)c2c(nc(SCCN3CCOCC3)n2Cc2cccc3ccccc23)n(C)c1=O	-4.8	-6.8	1.9	0.1	0.4	7.4	-5.8	i	-0.5	14.2
11	O=c1cc(-c2cccc(Br)c2)oc2cccc(O)c12	25.9	-1.6	0.1	0.6	-0.1	-1.0	-7.1	i	18.5	9.8
12	CCCCOc1ccc(N(CC(=O)NC2CCCCC2)C(=O)c2snc(C(N)=O)c2N)cc1	-0.9	1.3	-2.7	-1.5	-0.7	3.4	-9.8	i	-61.5	-1.6
13	CC(C)(C)NC(=O)CSc1nnc(-c2ccncc2)o1	11.8	11.6	0.8	0.3	-1.1	5.0	-9.3	i	0.2	9.5
14	O=C(NCc1cccs1)c1ccc2sc([C@H]3C[C@H](O)[C@@H](CO)O3)nc2c1	-1.8	-8.1	-1.6	-3.4	-0.1	-7.2	.	i	3.8	7.3
15	O=C(O)c1ccccc1C(=O)Nc1ccccc1NC(=O)c1ccccc1C(=O)O	-6.5	-2.7	0.9	0.4	-2.2	-1.0	-14.1	i	-9.5	-4.7
16	COc1cccc2cc(C(=O)N3CCN(c4ccc(C)cc4C)CC3)c(=O)oc12	-0.6	4.0	-0.5	-0.1	-0.4	3.2	-8.4	i	-7.7	-5.9

Sorted by molecular weight (largest number first): part of the list above
cpd	mol	DNMT1 block	CendR NRP1 mod	STEP block	LMPTP block	Tb MetRS inh	NadD inh	Scp-1 inhibitor	Neddyl block	SUMO1-SIM PPI	SKN-1 inh
6	COc1ccc(NS(=O)(=O)c2cccc(C(=O)NNC(=O)c3cc(S(N)(=O)=O)ccc3OC)c2)cc1	2.5	-3.6	1.5	-2.4	-0.5	-1.1	3.3	i	15.1	10.3
5	NC(=O)CSc1nc2cc3c(cc2c(=O)n1CCCC(=O)NCc1ccc2c(c1)OCO2)OCO3	2.2	-2.0	1.4	0.6	-0.2	-4.6	-6.1	i	-5.8	6.6
10	Cn1c(=O)c2c(nc(SCCN3CCOCC3)n2Cc2cccc3ccccc23)n(C)c1=O	-4.8	-6.8	1.9	0.1	0.4	7.4	-5.8	i	-0.5	14.2
9	FC(F)(F)c1cc(C(F)(F)F)c2ccc(N3CCN(c4ccccc4)CC3)nc2n1	-1.8	4.8	2.8	0.7	-0.1	0.2	-4.0	i	0.9	20.0
16	COc1cccc2cc(C(=O)N3CCN(c4ccc(C)cc4C)CC3)c(=O)oc12	-0.6	4.0	-0.5	-0.1	-0.4	3.2	-8.4	i	-7.7	-5.9
14	O=C(NCc1cccs1)c1ccc2sc([C@H]3C[C@H](O)[C@@H](CO)O3)nc2c1	-1.8	-8.1	-1.6	-3.4	-0.1	-7.2	.	i	3.8	7.3
4	COc1c(CC=C(C)C)c(O)cc2oc(=O)c3c4ccc(O)cc4oc3c12	-6.2	-5.1	-0.4	2.4	-1.2	1.6	-1.3	.	3.0	8.2
11	O=c1cc(-c2cccc(Br)c2)oc2cccc(O)c12	25.9	-1.6	0.1	0.6	-0.1	-1.0	-7.1	i	18.5	9.8
13	CC(C)(C)NC(=O)CSc1nnc(-c2ccncc2)o1	11.8	11.6	0.8	0.3	-1.1	5.0	-9.3	i	0.2	9.5
8	Cc1ccc(C(=O)/C=C/NCc2ccc(F)cc2)cc1	4.9	35.8*	1.1	-1.4	-0.7	2.8	0.0	i	-4.2	3.3

Further records follow:
cpd	mol	DNMT1 block	CendR NRP1 mod	STEP block	LMPTP block	Tb MetRS inh	NadD inh	Scp-1 inhibitor	Neddyl block	SUMO1-SIM PPI	SKN-1 inh
17	O=C(COC(=O)c1ccc(N2CCOCC2)c([N+](=O)[O-])c1)Nc1ccc2c(c1)OCO2	-3.3	-20.4	0.8	1.0	0.3	-4.1	-9.6	i	-15.9	5.6
18	Cc1cc2cc(CN(Cc3ccco3)S(=O)(=O)c3c(C)ccc4nsnc34)c(=O)[nH]c2cc1C	-3.1	-18.9	-5.8	1.6	0.0	15.5	-7.0	i	-11.1	1.6
19	COc1ccc(/C=C2\N=C(C)OC2=O)cc1OC	5.2	-11.6	1.9	0.2	0.5	-3.4	-6.5	i	-8.0	-14.0
20	COc1ccc(S(=O)(=O)N2CCCC(C(=O)NCc3ccc(F)cc3)C2)cc1 (stereo unspecified)	0.7	18.3	0.2	-0.1	-0.2	3.4	-3.0	i	-4.5	-4.0
21	CCN(C(=O)CSc1nc2cc(C(F)(F)F)ccc2n1Cc1ccccc1)C1CCS(=O)(=O)C1 (stereo unspecified)	-2.8	11.1	0.4	1.5	-0.1	-6.4	-6.0	i	-0.5	-5.8
22	O=C(COC(=O)C1CC(=O)N(c2nc(-c3ccccc3)cs2)C1)c1ccccc1 (stereo unspecified)	1.2	0.3	7.1	2.6	-1.2	-9.6	-13.4	i	2.6	-21.8
23	Cc1ccnc(NC(=O)c2cc3cc(F)ccc3s2)c1	-2.8	-11.9	2.5	1.6	0.1	15.1	-0.8	i	-18.3	11.9
24	O=C(c1cnn2c(C(F)F)cc(C3CC3)nc12)N1CCCC1	6.1	-9.2	-8.0	0.0	-0.9	-0.9	7.4	i	0.5	-2.7
25	O=C(c1ccc(OC2CCN(CCc3ccccc3)CC2)cc1)N1CCCC(CCCO)C1 (stereo unspecified)	-3.0	11.8	-0.9	1.3	0.5	-5.3	-1.1	i	-4.3	4.1
26	O=C1C=C(NC2CCCC2)CC(c2ccccc2)C1 (stereo unspecified)	2.1	13.7	-0.1	1.8	-1.0	-2.0	-3.3	i	1.4	5.6
27	COc1ccc2c(C)c(C(=O)O)oc2c1	-0.5	-8.0	4.9	-2.0	-0.4	4.2	-10.8	i	2.4	7.9
28	COc1cccc(Nc2ccc(N3CCCCC3)cc2)c1OC	-8.7	19.4	1.4	3.8	-0.3	2.1	1.9	i	-10.5	15.5
29	CSc1nc2sc3c(c2c(=S)[nH]1)CC(C)(C)OC3	9.5	2.6	-1.1	4.1	-0.2	-5.9	-7.1	i	1.3	10.1
30	COc1ccc2c(=O)c(Oc3ccc(C(=O)O)cc3)c(C(F)(F)F)oc2c1	0.4	-5.5	-3.0	1.7	-0.5	-1.2	-3.0	i	-2.4	-1.7
31	CCOC(=O)C1(P(=O)(c2ccccc2)c2ccccc2)CCC1	1.1	5.4	4.9	-0.7	0.6	1.1	-6.9	i	0.3	5.7
32	O=C([C@@H]1CC=C[C@@H]2CCN(C3CCCCC3)C(=O)[C@@H]21)N1CCN(c2ccccc2)CC1	3.5	23.4*	1.4	0.4	-0.4	7.0	-1.9	i	0.8	2.7
33	O=C(CCCN1C(=O)/C(=C/c2cccs2)SC1=S)Nc1ccccn1	-3.7	-3.9	4.3	0.9	0.0	1.6	-8.0	i	-10.4	23.6
34	Cc1ccc(NC(=O)COC(=O)C2COc3ccccc3O2)cc1 (stereo unspecified)	5.6	-14.1	-2.9	-0.8	-0.1	-0.8	-3.4	i	-3.7	10.9
35	COc1ccccc1NC(=O)N1CCC(NC(=O)C(Cc2ccccc2F)NC(C)=O)CC1 (stereo unspecified)	1.2	0.3	-0.5	0.3	0.6	-0.4	-15.1	i	3.8	2.3
36	Cc1cccc(N(C(=O)Nc2ccccc2)C2=NCC(C)S2)c1 (stereo unspecified)	1.7	6.5	1.8	1.7	-0.4	3.8	-15.2	i	4.3	10.8
37	O=C(c1ccccc1)N1CCN(C2C3CC4CC(C3)CC2C4)CC1 (stereo unspecified)	-1.3	13.7	2.2	-0.6	0.9	-1.2	-12.2	i	4.2	9.9
38	N#Cc1ccc(N2C(=O)[C@@H]3C(C(=O)c4ccc5ccccc5n4)=NN[C@@H]3C2=O)cc1	14.1	-17.7	0.0	-0.2	-0.3	5.1	-8.0	i	-4.2	1.8
39	COc1ccccc1-c1ccc([C@@H]2C[C@H]3[C@@H](CN2)CON3C)cc1	-2.0	-25.1	0.6	-0.4	-1.1	5.6	.	i	2.6	9.9
40	CCN(CC)S(=O)(=O)c1cccc(-c2n[nH]c(=S)n2/N=C/c2ccc(C(=O)OC)cc2)c1	-8.0	7.7	2.5	11.8	-0.2	24.3	-7.1	i	4.8	1.7
41	COc1ccccc1-c1coc2c(CN3CCOCC3)c(O)ccc2c1=O	-10.7	3.2	-2.4	-1.4	0.2	-3.5	-6.2	.	-2.8	6.8
42	CC(C)(C)Nc1c2ccccc2nc2ccccc12	4.4	8.9	-0.8	10.6	-1.1	1.2	1.4	i	-15.1	11.2
43	O=C(Cn1nc(-c2ccccc2)c2ccccc2c1=O)Nc1cccc(O)c1	-4.0	14.3	0.5	0.9	1.0	-1.7	-10.7	i	-4.0	-2.7
